Source: PubChem
C2C12 statin: suppressors of simvastatin-induced myotoxicity in C2C12 myotubes; ATP luminescence, 48 h; scaled: DMSO 0, geranylgeraniol control 100; rescue of ATP level, % at 7.49 µM; actives 0.78% (n = 330,000);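 active = mean ATP rescue above about 67%, or every replicate alone reaching that limit, limit read from the data, passing the limit was not always enough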;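 also: myotubes were challenged with 10 µM simvastatin during compound exposure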
Cneo AK release: causes C. neoformans cell lysis; lysis activity, % at 15 µM; adenylate kinase release luminescence, 4 h; normalised: neutral wells 0, clomiphene wells 100; actives 0.2% (n = 360,000);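 active = mean lysis activity across replicates of at least 80%, whatever share of replicates individually reach that level; inactive = mean lysis activity below 80%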
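Test system: log-phase Cryptococcus neoformans yeast cells. Input: 5 × 10^6 yeast cells/mL. Medium: fresh YPD growth medium. Doses: single dose. Incubation: static 4 h at 37 °C with compound, 1 h detection. Measured by: luminescent adenylate kinase detection reagent. Read-out: signal increase indicating cell lysis. Benchmarks: Clomiphene.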
SIRT5 block: blocks human SIRT5 desuccinylation of peptide. Purified SirT5, succinyl-peptide AMC, trypsin-coupled fluorescence. inhibition, % at 15 µM. actives 1.1% (n = 330,000); in the data active = inhibition above about 15%
Target sequence (Q9NXA8 whole entry, looked up): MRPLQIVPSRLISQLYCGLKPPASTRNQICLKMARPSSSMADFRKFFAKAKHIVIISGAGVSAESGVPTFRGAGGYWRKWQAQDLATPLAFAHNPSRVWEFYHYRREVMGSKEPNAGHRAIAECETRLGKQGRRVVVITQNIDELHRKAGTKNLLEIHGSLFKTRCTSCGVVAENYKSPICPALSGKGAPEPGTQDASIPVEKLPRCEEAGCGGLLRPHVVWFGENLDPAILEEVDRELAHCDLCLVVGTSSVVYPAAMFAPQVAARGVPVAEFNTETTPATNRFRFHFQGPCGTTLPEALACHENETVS
ARNT TACC3 PPI: disruptors of human ARNT/TACC3 interaction; actives 0.66% (n = 390,000); AlphaScreen His-ARNT PAS-B/GST-TACC3 binding, luminescence; TACC3 fragment carries E629A point mutation; Q9Y6A5; inhibition, % at 9.99 µM;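 active = mean inhibition of replicates at least 50% and at least half of replicates each reaching 50%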;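 also: 0% = complete ARNT plus TACC3 wells and 100% = ARNT alone without TACC3; many hits fall short of the cut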
esBAF inh: SWI/SNF esBAF complex inhibition | reporter increase, % at 12.5 µM | AID 602393 | actives 2% (n = 350,000) | mouse ES cells, Bmi1-luciferase knock-in reporter, 24 h; 100% = twice the neutral-well signal; in the data active = activation above about 40%;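 also: 0% = median of the plate's neutral control wells and 100% = double that signal; a rise in the Bmi1 reporter signal indicates esBAF inhibition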
miR-122 sensor: blocks miR-122 activity in Huh7 sensor cells. actives 0.3% (n = 340,000). Huh7 miR-122 Renilla luciferase sensor, 48 h; neutral wells = 0, positive control = 100. activation (reporter increase), % at 12.5 µM;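 active = mean replicate activation score at least 90 and every replicate individually at or above 90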;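 also: higher luciferase means less miR-122 activity so hits act as miR-122 inhibitors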
ERp5 block: inhibitors of human ERp5; Q15084; ERp5 insulin aggregation, absorbance 650 nm, 90 min; inhibition, % at 9.99 µM; actives 0.05% (n = 350,000); AID 651711;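 active = mean replicate inhibition above about 25%, with every replicate also reaching it, limit read from the data, passing the limit was not always enough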
Target sequence (Q15084 whole entry, looked up): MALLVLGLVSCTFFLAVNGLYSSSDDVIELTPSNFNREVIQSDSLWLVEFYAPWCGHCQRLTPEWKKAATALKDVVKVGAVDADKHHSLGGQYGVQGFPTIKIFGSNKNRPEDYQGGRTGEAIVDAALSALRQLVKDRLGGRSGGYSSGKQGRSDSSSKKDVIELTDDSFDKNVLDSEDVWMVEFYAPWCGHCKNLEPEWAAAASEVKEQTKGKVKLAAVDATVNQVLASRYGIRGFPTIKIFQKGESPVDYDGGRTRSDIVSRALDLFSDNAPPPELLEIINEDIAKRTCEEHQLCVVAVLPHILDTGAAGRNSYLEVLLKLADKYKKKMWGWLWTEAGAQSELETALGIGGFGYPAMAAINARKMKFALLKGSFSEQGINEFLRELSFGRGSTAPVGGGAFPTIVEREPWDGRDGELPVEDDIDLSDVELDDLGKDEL
The depositor's hits bear a star; nt = no result given; [ ] = another dose, or the depositor's remark.

smiles	ERp5 block	SIRT5 block	Cneo AK release	ARNT TACC3 PPI	C2C12 statin	miR-122 sensor	esBAF inh
COc1ccc(/C=C\C(=O)O[C@@H]2C(O)C(O[C@@H]3OC(C)[C@H](O[C@@H]4OCC(O[C@H]5O[C@H](CO)[C@@H](O)C(O)C5O)C(O)C4O)C(O)C3O)[C@H](OC(=O)[C@]34CCC(C)(C)C[C@@H]3C3=CCC5[C@@]6(C)CC(O)C(O[C@@H]7OC(CO)C(O)[C@H](O)[C@H]7O)[C@@](C)(C(=O)O)C6CC[C@@]5(C)[C@]3(CO)CC4)O[C@H]2C)cc1 (some centres not stated)	nt	nt	19	2	7	-17	6
CCOC(=O)c1ccc(-n2c(CN3CCN(CC)CC3)nc3ccc([N+](=O)[O-])cc3c2=O)cc1	2	0	nt	-4	-2	-2	-2
CO[C@H]1CN(C)C(=O)c2cc(NS(C)(=O)=O)ccc2OC[C@@H](C)N(CCC(F)(F)F)C[C@H]1C	1	-21	-5	-6	-3	-27[16.7 µM]	-2
CCOC(CCNC(=O)c1cc(-c2cccs2)nc2ccccc12)OCC	0	-3	-1	-3	-5	2	3
CCCS(=O)(=O)N1CCCC(C(=O)Oc2ccc(Cl)cc2)C1 (configuration not stated)	-2	-5	2	0	6	-7	-5
COc1cccc(OCc2nnc3n2N=C(c2ccccc2)C(CC(=O)O)S3)c1 (configuration not stated)	9	9	1	nt	18	-1	-3
O=C1CSC(=S)N1/N=C/c1c(F)cccc1F	2	1	-2	22	55	nt	12
COCCNC(=O)CCCn1c(=O)c2ccccc2n(CC(=O)NCCC2=CCCCC2)c1=O	nt	nt	0	0	nt	-2	0
Cc1cc(S(=O)(=O)N2CCOCC2)ccc1OCC(=O)Nc1ccc(F)cc1F	-2	3	0	-4	5	nt	0
CCCc1c(C(=O)N/N=C/c2ccc(-c3ccccc3)cc2)nnn1-c1nonc1N	2	nt	-1	nt	-3	-9	-4
C[C@@H]1CCCCO[C@H](CN(C)Cc2ccc(Cl)c(Cl)c2)[C@H](C)CN([C@@H](C)CO)C(=O)c2cc(NS(C)(=O)=O)ccc2O1	0	9	-1	-1	-25	-14[16.7 µM]	3
O=C(CSc1nc2ccccc2o1)Nc1ccccc1N1CCCCCC1	nt	nt	1	-5	-2	-11	3
Cc1noc(C)c1S(=O)(=O)N(CC(=O)NCc1ccccc1)c1ccc(C(C)C)cc1	3	-8	-7	9	-7	nt	3
CSc1nc(C)cc(OCCO)n1	-2	-6	0	nt	nt	7	nt
COc1ccccc1N1CCN(CCC(=O)Nc2ccc(F)cc2)CC1	0	-5	-2	-4	1	-4	6
CCN(c1cccc(C)c1)S(=O)(=O)c1ccc2c3c(cccc13)C(=O)N2	nt	nt	-1	nt	-3	28	6
CC(=O)OCC(=O)C1(O)CCC2C3CC(F)C4=CC(=O)CCC4(C)C3C(O)CC21C (configuration not stated)	5	-1	1	-4	18	-5	-3
CO[C@@H]1CN(C)C(=O)c2cc(NC(=O)C3CC3)ccc2OC[C@@H](C)N(CC2CC2)C[C@@H]1C	-4	0	-14	-8	-6	nt	1
C=CCN(CC=C)C(=O)C1CCN(S(=O)(=O)c2ccc(-n3cnnn3)cc2)CC1	-2	-4	1	-6	8	-8	-2
C[C@H](CO)N1C[C@H](C)[C@@H](CN(C)CC2CC2)Oc2cc(-c3cncnc3)ccc2S1(=O)=O	2	-1	-9	-5	-19	-1[16.7 µM]	-11
COCCCn1c(=O)c2sccc2n2c(CCCC(=O)N3CCN(c4ccccn4)CC3)nnc12	-3	6	19	9	-11	-4	-1
CN1CCCN(Cc2nc(-c3ccc(Cl)cc3)no2)CC1	-1	1	-1	2	0	-3	-3
COCCn1ccc2c(OCC(=O)NCCc3ccccc3)cccc2c1=O	1	-2	0	1	0	-1	-1
CCOC(=O)c1ccc(NC(=O)c2nc[nH]c2C(=O)NCCCNC(=O)c2[nH]cnc2C(=O)Nc2ccc(C(=O)OCC)cc2)cc1	-8	nt	-2	-10	-3	nt	-9
CCOC(=O)C(CCCOc1ccc(C)cc1)C(=O)OCC	nt	nt	-2	-3	30	4	23
COc1cccc(-c2c(C#N)c(SC)nc3cc(C)nn23)c1	4	-6	nt	-1	nt	nt	nt
O=C1CCCc2nn(-c3ccccc3)nc21	nt	nt	3	-1	nt	3	nt
CCNC(=O)C1(C)CCN1C(=O)Cc1ccc(C(C)C)cc1 (configuration not stated)	1	-1	1	nt	-3	-3	-4
CC(NC(=O)COC(=O)Cc1cccs1)c1ccc(F)cc1 (configuration not stated)	-2	0	1	3	8	-5	-6
O=C(NCCC(=O)N1CCN(C(=O)c2ccco2)CC1)c1ccccc1Cl	-3	0	-1	-6	2	-3	-2

Record cards, as listed above. Screens in order: ERp5 block, SIRT5 block, Cneo AK release, ARNT TACC3 PPI, C2C12 statin, miR-122 sensor, esBAF inh
Entry for COc1cccc(-c2c(C#N)c(SC)nc3cc(C)nn23)c1 = 4, -6, nt, -1, nt, nt, nt
Entry for COc1cccc(OCc2nnc3n2N=C(c2ccccc2)C(CC(=O)O)S3)c1 (configuration not stated) = 9, 9, 1, nt, 18, -1, -3
Entry for CCN(c1cccc(C)c1)S(=O)(=O)c1ccc2c3c(cccc13)C(=O)N2 = nt, nt, -1, nt, -3, 28, 6

(cont.)
smiles	ERp5 block	SIRT5 block	Cneo AK release	ARNT TACC3 PPI	C2C12 statin	miR-122 sensor	esBAF inh
C=C(C)C(=O)N1CC2(CC(c3cccc(NC(=O)CCCCC)c3)=NO2)C[C@H]1C(N)=O (some centres not stated)	2	23*	9	-1	1	-16	2
CCOC(=O)c1cc(C(=O)Nc2ccc(S(=O)(=O)Nc3ccc(OC)cc3)cc2)nn1C	-18	-2	-2	-1	-6	2	1
COc1cc(C(c2c(O)cc(C)[nH]c2=O)c2c(O)cc(C)[nH]c2=O)ccc1O	2	-2	0	-8	-4	nt	0
CCC(C)OC(=O)C1C(c2ccccc2)C(C(=O)O)C1c1ccccc1 (configuration not stated)	nt	nt	1	-7	nt	-8	-7
CCOC(=O)/C=c1\sc2n(c1=O)CCN=2	nt	nt	-1	4	-5	0	-4
Cc1ccc(-c2ccc([C@@H]3[C@H](CO)N4CCCCN(C(=O)c5ccncc5)C[C@@H]34)cc2)cc1	1	1	2	3	nt	2[16.7 µM]	nt
COc1cccc(NC(=S)Nc2cc(C(=O)O)ccc2N2CC3CC(C2)c2cccc(=O)n2C3)c1 (configuration not stated)	4	2	nt	8	nt	nt	nt
O=C1CCCC(O)=C1C=Nc1ccc(O)cc1	nt	nt	6	-5	-2	-10	5
COc1ccc2sc(-c3ccc(N(C)C)cc3)c(C#CCCO)c2c1	4	-7	-3	-18	3	-2	13
C[C@@H]1CN([C@@H](C)CO)S(=O)(=O)c2ccc(C#Cc3cccc(F)c3)cc2O[C@@H]1CN(C)C	4	-3	16	4	2	3[16.7 µM]	-1
CN(Cc1ccc(F)cc1)C(=O)CNC(=O)c1cccs1	0	-2	3	3	5	-4	-13
CNC[C@@H]1Oc2cc(-c3ccccc3F)ccc2S(=O)(=O)N([C@H](C)CO)C[C@H]1C	0	-2	-5	-12	19	1[16.7 µM]	4
COC(=O)C[C@H]1CC[C@H](NC(=O)c2ccccc2)[C@H](CO)O1	-3	-7	11	-3	4	nt	2
Cc1c(C(=O)O)oc2ccc(S(=O)(=O)N3CCCCC3C(=O)O)cc12 (configuration not stated)	9	nt	0	4	-15	-2	-27
CCN1[C@H](C(=O)NC2Cc3ccccc3C2)[C@@H](CO)[C@@H]2Cn3c(cccc3=O)[C@@H]21	-4	3	47	4	9	nt	-23
CC(C)COn1c(=S)[nH]c2ccccc2c1=O	nt	nt	4	-5	-22	13	1
CCn1c2ccccc2c2cc(NC(=O)C(C)OC(=O)c3ccc(NC(=O)CC#N)cc3)ccc21 (configuration not stated)	-20	-2	2	3	-53	nt	1
CN(CC(=O)NCCCN1CCOCC1)S(=O)(=O)c1ccc(F)cc1	1	0	-1	-3	6	nt	-7
O=C(NC(=S)NN1CCCCC1c1cccnc1)c1ccc(Cl)cc1Cl (configuration not stated)	-5	2	4	5	-14	-5	3
CO[C@H]1CN(C)C(=O)c2cc(NS(C)(=O)=O)ccc2OC[C@H](C)N(CC2CCOCC2)C[C@H]1C	-2	-1	-3	-9	8	nt	-3
Cc1ccc(C(=O)NCC(=O)N2CCN(c3ncccn3)CC2)s1	nt	nt	-1	2	2	10	2
COc1ccc(C(=O)N2CCN(c3cccc(C)c3C)CC2)cc1S(=O)(=O)NC1CC1	2	3	-4	6	-4	nt	nt
COc1ccc(CNC(=S)Nc2cc(C)ccc2C)cc1	nt	nt	65	-1	15	3	-26
O=S(=O)(c1ccccc1)N1CCN(Cc2cccc(Br)c2)CC1	-6	0	0	nt	nt	-3	nt
COc1ccc([C@H]2CC(=O)C=C(c3ccc(SC)cc3)C2)cc1	3	nt	-1	0	-7	2	21
CCSc1nnc(SCC(=O)NNC(=O)c2ccccc2F)s1	-3	-4	0	-1	nt	nt	nt
C[C@@H]1CN([C@@H](C)CO)C(=O)Cc2cc(NC(=O)CCN3CCOCC3)ccc2O[C@H]1CN(C)S(=O)(=O)c1ccc(F)cc1	-6	-1	-1	2	23	3[16.7 µM]	-2
CCCCCC/C(C=O)=C\c1ccccc1	0	nt	6	nt	-3	-1	-5
CC1C/C(=N/Nc2ccc([N+](=O)[O-])cc2[N+](=O)[O-])CC(C)(C)C1 (configuration not stated)	nt	nt	-1	15	nt	-1	nt
Cc1nn(C)c(C(=O)N/N=C/c2ccccc2)c1[N+](=O)[O-]	nt	nt	0	0	5	-3	-6
CC(CC(=O)Nc1cccc(S(=O)(=O)N2CCCCC2)c1)c1ccccc1 (configuration not stated)	0	-1	nt	nt	-11	nt	12
Cc1nnsc1C(=O)NNC(=O)Nc1ccccc1	-2	-1	nt	-5	nt	nt	nt
COc1ccccc1CN=C1Nc2ccccc2CS1	-15	-2	nt	-4	2	nt	12
Cc1ccccc1N1CCN(C2CCCN(C(=O)c3noc4c3CCCC4)C2)CC1 (configuration not stated)	3	4	0	7	-4	-7	-5
CCCCc1ccc(-c2csc(/C(C#N)=C\c3ccc(C)o3)n2)cc1	0	0	-4	25	-22	-5	-5
C[C@H](CO)N1C[C@H](C)[C@H](CN(C)C(=O)Nc2ccc(C(F)(F)F)cc2)OCCCC[C@H](C)Oc2ccc(NC(=O)Nc3ccc4c(c3)OCO4)cc2C1=O	2	15*	0	-11	7	8[16.7 µM]	5
CCOC(=O)NC(=O)C(=CNc1cccc(C)c1)C(=O)NC(=O)OCC	4	-4	nt	-9	nt	nt	nt
COC(=O)COC(=O)c1ccc(O)cc1	nt	nt	-1	-8	18	9	-5
Cc1ccc(S(=O)(=O)N2CCC3(CC2)OCCN3S(=O)(=O)c2c(C)cc(C)cc2C)cc1	1	0	0	-6	-18	0	nt
Cc1ccc2nc(NC(=O)CCNS(=O)(=O)c3ccc(Br)s3)sc2c1	2	0	nt	-2	42	6	14
C[C@@H]1CN([C@H](C)CO)C(=O)Cc2cc(NS(=O)(=O)c3ccc(F)cc3)ccc2O[C@H]1CN(C)C(=O)Nc1cccc2ccccc12	7	-19	-10	-10	13	-2[16.7 µM]	5
Cc1cc(C)nc(-n2nc(C)c3c(C(F)F)cc(C)nc32)n1	nt	nt	-1	-7	115*	2	-8
O=C(Nc1cccc(F)c1)N1C[C@H]2[C@@H](c3ccccc31)[C@H](CO)N2C(=O)Cc1ccccc1	3	2	-3	-22	9	-8[16.7 µM]	0
O=c1c(Cc2ccc(Cl)cc2Cl)c(O)ccn1Cc1ccc(Cl)cc1	nt	nt	-1	1	-20	-4	-10
COc1ccc(CC(=O)NCc2ccccc2)cc1	4	0	-1	2	-16	26	-4
